Compound activity from PubChem.
M. tuberculosis GlmU: inhibition of mycobacterial GlmU enzyme – biochemical, glucosamine-1-phosphate acetyltransferase (AID 1376); M. tuberculosis GlmU acetyltransferase enzyme assay; higher % means a stronger effect; inhibition, %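 (tested at 30 µM in the primary screen)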; hits with a dose series show IC50 in µM; 220,000 tested, 0.25% active; in the data active = inhibition above about 13%; inconclusive = no clear call, values can overlap the other calls;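 also: 0% = complete reaction with vehicle and 100% = reaction without substrate; strong numbers were not always called active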
Mtb RmlCD inh: inhibitors of Mycobacterium tuberculosis RmlC and RmlD coupled enzymes | P9WH09+P9WH11 | 160,000 tested, 0.03% active | inhibition, % at 3.6 µM | RmlC+RmlD coupled enzyme assay, percent inhibition; primary screen in compound mixtures; in the data active = inhibition mostly above about 34%, no sharp cut-off; inconclusive = no clear call, values can overlap the other calls; inactive = mostly below about 22%; also: some results filed as inactive read as strong as hits
Target sequence (P9WH09 whole entry, looked up): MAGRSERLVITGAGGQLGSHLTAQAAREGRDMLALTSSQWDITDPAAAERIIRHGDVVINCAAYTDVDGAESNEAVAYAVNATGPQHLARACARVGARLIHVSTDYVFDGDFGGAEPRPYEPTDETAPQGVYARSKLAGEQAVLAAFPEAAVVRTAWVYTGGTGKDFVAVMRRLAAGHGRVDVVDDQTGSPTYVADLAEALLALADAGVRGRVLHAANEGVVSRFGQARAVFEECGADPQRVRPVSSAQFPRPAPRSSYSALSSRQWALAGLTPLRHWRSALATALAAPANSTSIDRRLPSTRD
Target sequence (P9WH11 whole entry, looked up): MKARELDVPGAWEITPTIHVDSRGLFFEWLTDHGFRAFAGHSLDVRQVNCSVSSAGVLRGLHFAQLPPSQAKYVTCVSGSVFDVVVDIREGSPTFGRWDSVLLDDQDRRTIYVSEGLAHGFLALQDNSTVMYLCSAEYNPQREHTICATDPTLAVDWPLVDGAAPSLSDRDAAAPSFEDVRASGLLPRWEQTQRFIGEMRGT
* marks the source's active call; other numbers are inactive results; ? = inconclusive; · = not tested or not shown.

SMILES	M. tuberculosis GlmU	Mtb RmlCD inh
CCOC(=O)C1=C(C)NC(C)=C(C(=O)OC)C1c1ccco1 (stereo not given)	3.5%	0
COC(=O)c1cccc(S(=O)(=O)N2CCOCC2)c1	3.1%	·
O=C1CN(C(=O)COc2cccc(F)c2)c2ccccc2N1	-0.4%	19
CCC(C)(C(=O)NC1CCCCC1)N(Cc1cccs1)C(=O)c1ccccn1 (stereo not given)	0.6%	7
CC(C)C[C@H](NC(=O)Nc1cccc(Cl)c1)C(=O)O	-2.7%	7
CCn1c(O)c(C=NCc2cccs2)c(=O)[nH]c1=O	0.9%	-5
CN(C)S(=O)(=O)c1ccc(Cl)c(NC(=O)CSc2nc3c(cc2C#N)C(=O)CCC3)c1	-2.3%	18
N#Cc1nc(-c2ccc(OCc3ccccc3)cc2)oc1N1CCOCC1	4.8%	17
Cc1nn(C)c(Cl)c1/C=N/OC(=O)c1ccc(F)cc1	-2.8%	-9
CCOC(=O)COc1cc2c(C(=O)OCC)c(C)oc2cc1Br	0.9%	3
CC(C)N(Cc1cc2ccccc2[nH]c1=O)C(=O)C1CCCCC1	-0.3%	·
CC1CCN(Cc2nc(-c3ccc(Cl)cc3)no2)CC1	0.6%	-2
COc1ccc(S(=O)(=O)n2nc(OC(C)=O)cc2N)cc1	2.3%	·
CCCCN1C=C(C(=O)OC)C(c2ccccc2C(F)(F)F)C(C(=O)OC)=C1	-1.3%	-8
COc1ccccc1-c1c(C)nn2c(N3CCN(c4ccccc4OC)CC3)cc(C)nc12	4.6%	12
Nc1nc(CN2CCCCCC2)nc(Nc2ccc(F)cc2)n1	-6.9%	14
CC(C)S(=O)(=O)c1cnc(-c2cccnc2)nc1N	3.1%	5
COc1ccc(S(=O)(=O)N2CCCCC2)cc1NS(=O)(=O)c1cc(Cl)ccc1Cl	-2.4%	7
CC(=O)Nc1ccc(NC(=O)C(C)OC(=O)CCc2nc3ccccc3s2)cc1 (stereo not given)	-2.2%	·
C=CCSc1nc(N)c(C(=O)Nc2ccccc2C)cc1C(N)=O	-6.3%	6
COc1ccc(NC(=O)c2cc(C(C)C)on2)cc1OC	-2.5%	-7
CC(C)COC(=O)NCCCOC(=O)Nc1ccccc1	-0.8%	·
O=C(c1coc(=O)c(Br)c1)N1CCOCC1	88µM*	-3
O=C(NCCc1c[nH]c2ccccc12)c1ccc(S(=O)(=O)NCc2ccco2)cc1	-0.5%	0

Quoted at random: 5 compounds from above
SMILES	M. tuberculosis GlmU	Mtb RmlCD inh
COc1ccc(S(=O)(=O)n2nc(OC(C)=O)cc2N)cc1	2.3%	·
O=C(NCCc1c[nH]c2ccccc12)c1ccc(S(=O)(=O)NCc2ccco2)cc1	-0.5%	0
CCOC(=O)C1=C(C)NC(C)=C(C(=O)OC)C1c1ccco1 (stereo not given)	3.5%	0
CCOC(=O)COc1cc2c(C(=O)OCC)c(C)oc2cc1Br	0.9%	3
CCC(C)(C(=O)NC1CCCCC1)N(Cc1cccs1)C(=O)c1ccccn1 (stereo not given)	0.6%	7

Molecules shown so far with an aryl thioether with sulfur outside any ring (two):
SMILES	M. tuberculosis GlmU	Mtb RmlCD inh
CN(C)S(=O)(=O)c1ccc(Cl)c(NC(=O)CSc2nc3c(cc2C#N)C(=O)CCC3)c1	-2.3%	18
C=CCSc1nc(N)c(C(=O)Nc2ccccc2C)cc1C(N)=O	-6.3%	6

Carrying on.
SMILES	M. tuberculosis GlmU	Mtb RmlCD inh
O=C(Nc1ccc(F)cc1)N1CC2CC(C1)c1cccc(=O)n1C2 (stereo not given)	1.4%	18
Cc1ccc(-n2c(SCC(=O)Nc3ccc4c(c3)OCO4)nnc2-c2ccccn2)cc1	-1.8%	-6
COc1cc(/C=C/C(=O)O)cc(S(=O)(=O)N2CCc3ccccc3C2)c1OC	7.5%	-10
c1ccc(-c2nc3ccccc3o2)nc1	·	-4
C/C(=N\Nc1ccc(Cl)c(Cl)c1)c1ccc(-n2ccnc2)cc1	-0.4%	-13
COc1ccc(-c2nnc(SCC(=O)N3CCCc4ccccc43)o2)cc1OC	18%	-3
Cc1ccc(-n2c(SCC(=O)Nc3cccc(S(N)(=O)=O)c3)nc3ccccc32)cc1	1.4%	-4
CC(C)(C)OC(=O)[C@H](Cc1ccccc1)NC(=O)c1nc[nH]c1C(=O)N[C@@H](Cc1ccccc1)C(=O)OC(C)(C)C	-0.6%	·
O=C(NN1C(=O)c2ccccc2C1=O)C1CCCCC1	·	-1
COc1ccccc1C(=O)NCc1ccc(-c2nc3ccccc3s2)cc1	6.2%	6
CCCn1c(CN2CCN(c3cccc(Cl)c3)CC2)nc2c1c(=O)n(C)c(=O)n2C	5.0%	-6
CC1(C)CC(=O)C(CC2=C(N)CC(C)(C)CC2=O)=C(N)C1	-1.1%	2

Some of the entries so far, with values under each structure.
Value order – M. tuberculosis GlmU | Mtb RmlCD inh
CC(C)(C)OC(=O)[C@H](Cc1ccccc1)NC(=O)c1nc[nH]c1C(=O)N[C@@H](Cc1ccccc1)C(=O)OC(C)(C)C
→ -0.6% | ·
O=C(NN1C(=O)c2ccccc2C1=O)C1CCCCC1
→ · | -1
COc1ccccc1C(=O)NCc1ccc(-c2nc3ccccc3s2)cc1
→ 6.2% | 6
CCCn1c(CN2CCN(c3cccc(Cl)c3)CC2)nc2c1c(=O)n(C)c(=O)n2C
→ 5.0% | -6

Continued:
SMILES	M. tuberculosis GlmU	Mtb RmlCD inh
COc1ccccc1Nc1ccc(C(=O)NC2CCCCC2)cn1	-0.5%	-7
Cc1[nH]c2ccccc2c1C(=O)NS(=O)(=O)Nc1ccc(F)cc1	6.8%	-5
COc1ccc(COc2cc(-c3cccc(OC)c3)nc3ccc(NC(=O)c4ccc(Cl)cc4)cc23)cc1	0.9%	·
CC1(C)Cc2ccccc2-c2nnc(-c3ccccn3)n21	3.4%	·
CC(=O)Nc1cccc(NC(=O)CCCC(=O)O)c1	9.4%	·
CC12CCC(C/C1=N/O)C2(C)CBr (stereo not given)	6.5%	-46
C=CCn1c(=O)c2ccccc2n2c(SCc3nc4ccccc4s3)nnc12	-0.1%	·
C=C1C2C[C@H](O)C(C)(C)[C@@]2(O)[C@H](O)C[C@]23C[C@@](C)(O)[C@H](CC[C@H]12)[C@H]3O (stereo not given in full)	-1.1%	·
Cc1ccc(N2CC(C(=O)Nc3ccc(S(=O)(=O)N4CCOCC4)cc3)CC2=O)cc1 (stereo not given)	-3.5%	-17
Cc1ccc2cccc(O)c2[n+]1[O-]	-7.8%	?
CCOC(=O)c1c(C)nn(-c2ncccc2NC(=O)CCC(=O)O)c1C	-4.9%	-1
O=C1CCCN1CCCNc1ccc(S(=O)(=O)N2CCCCC2)cn1	3.7%	6
COC(=O)C1=C(O)/C(=C\c2ccc(CNS(=O)(=O)c3ccccc3)o2)N=C1C	12%	4
CCOc1ccccc1N(CC(=O)NCC1CCCO1)C(=O)CNS(=O)(=O)c1ccccc1 (stereo not given)	-7.0%	4
CCOC(=O)CSc1nc2ccc(S(=O)(=O)N3CCOCC3)cc2[nH]1	-2.2%	14
CC(C)(C)NC(=O)C(Cc1ccccc1)NS(=O)(=O)c1cccc2nsnc12 (stereo not given)	1.5%	·
O=C(CSc1nncn1-c1ccccc1)NCc1cccs1	1.7%	81
CCOc1cc(CNC(C)(C)C)ccc1OCC(=O)Nc1cccc(C(F)(F)F)c1	-6.2%	-2
Cc1ccc(NC(=O)N(Cc2nc3ccccc3c(=O)[nH]2)Cc2cccs2)cc1	1.1%	-6
CCCCNC(=O)CCNS(=O)(=O)c1ccc(Br)cc1	-1.5%	-9
O=C(Nc1ccc(-c2csc(Nc3ccc(Cl)cc3)n2)cc1)c1cc([N+](=O)[O-])cc(C(F)(F)F)c1	1.2%	·
CCc1ccc(N(CC(=O)Nc2nc3ccc(C)cc3s2)S(=O)(=O)c2c(C)noc2C)cc1	1.8%	5
COc1ccc(C2NC(=O)NC(C)=C2C(=O)OCc2ccc3c(c2)OCO3)cc1OC (stereo not given)	-1.9%	·
CCCNC(=O)CSCc1nc(-c2ccc(SC)cc2)oc1C	-2.7%	33
O=C(O)Cc1ccc(NC(=O)Nc2cccc(Cl)c2)cc1	1.0%	·
CCc1cccc2c(C(=O)COC(=O)c3ccc([N+](=O)[O-])s3)c[nH]c12	0.0%	-1
CC(=O)Nc1ccc(NC(=O)c2c(C)nn(-c3ccccc3)c2Cl)cc1C	-4.3%	-1
C=CCN(c1ccccc1)S(=O)(=O)c1cccc(C(=O)Nc2nnc(SCC)s2)c1	-3.5%	-11
COc1ccccc1NC(=O)c1ccc(C(=O)c2ccccc2)o1	-4.5%	·
CCOC(=O)C[C@H]1c2ccccc2S(=O)(=O)N1Cc1cc(OC)c(OC)c(OC)c1	-2.8%	·
Cc1oc2ccc(OCC(N)=O)cc2c1C(=O)OC(C)C	-3.4%	16
CCOc1cc(CN2CCN(Cc3ccc(C)o3)C(CCO)C2)ccc1OC (stereo not given)	3.4%	0
CCSC1=C(C#N)C(CC(C)C)C2=C(CCCC2=O)N1 (stereo not given)	0.5%	-2
CCCCC(=O)Nc1nnc(SCC(=O)NC2CCCC2)s1	1.9%	0
NC(=O)c1cn(-c2ccccc2)nc1-c1cc2ccccc2oc1=O	9.0%	·
O=c1[nH]c(N2CCN(Cc3ccccc3)CC2)nc2c1CCC2	1.2%	-4
O=C(CCn1c(=O)oc2ccccc21)NCc1cccs1	6.5%	·
FC(F)(F)c1cc(NCc2cccs2)n2ncnc2n1	-4.0%	-6
O=C(Nc1ccc2c(c1)C(=O)OC2)Nc1cccc2ccccc12	-2.1%	-8
CCCc1cc(C(=O)NCc2ccco2)no1	5.1%	-7
O=C(CNCc1ccccc1)Nc1ccc(Oc2ccccc2)cc1	0.8%	-4
CC(=O)NNc1[nH]c2c(c(=O)c1[N+](=O)[O-])c(=O)n(C)c(=O)n2C	1.0%	-4
Cc1ccc(-c2csc(/C(C#N)=C/Nc3ccc4c(c3)OCCO4)n2)cc1	2.7%	-3
CCCN(CC1CC1)C(=O)CSc1nnc(-c2ccco2)n1N	6.1%	·
COc1ccc(NC(=O)Cc2cccs2)c(OC)c1	5.1%	-2
C=CCN=C1CC(C)(C)CC(=O)/C1=C(/O)CCC(=O)OC	-0.3%	-2
Cc1c(C(=O)Nc2cccc(N(C)S(C)(=O)=O)c2)cccc1[N+](=O)[O-]	-4.6%	-11
Cc1ccc(N2C(=O)CC(NCC3CCCO3)C2=O)cc1 (stereo not given)	3.2%	-14
NS(=O)(=O)c1ccc(CCNC(=O)c2ccc3nc4ccc(Cl)cc4c(=O)n3c2)cc1	6.8%	-11
O=C(c1ccc(Cl)c([N+](=O)[O-])c1)N1CCN(Cc2ccc3c(c2)OCO3)CC1	4.7%	2
c1cnc(Oc2ccc3oc4ccccc4c3c2)nc1	3.2%	·
c1ccc(CCc2nn3c(Cn4cnc5ccccc54)nnc3s2)cc1	-3.4%	·
CCOC(=O)c1c(NC(=O)CN2CCN(C(=O)c3ccco3)CC2)sc(C(N)=O)c1C	4.0%	·
O=C(NC(=S)Nc1ccccc1[N+](=O)[O-])c1ccccc1Cl	0.7%	·
CCOC(=O)CN1C(=O)C(Sc2n[nH]c(-c3ccc(C)cc3)n2)CCc2ccccc21 (stereo not given)	2.1%	·
CCn1c(C)c2c([n+]1CC)CC(C)(C)CC2=O	-0.3%	·
O=C(O)/C=C/c1ccc(-c2cccc(C(F)(F)F)c2)o1	1.3%	·
O=C(/C=C/Nc1ccccc1)c1ccc(Oc2ncccn2)cc1	0.7%	12
Cc1csc2nc(CNS(=O)(=O)c3ccc(-c4ccccc4)cc3)cn12	-3.8%	-6
CC1(C)C(=O)C2(CCCCC2)C(=O)OC1c1cccn1-c1ccc([N+](=O)[O-])cc1 (stereo not given)	-0.9%	-5
(further entries)
SMILES	M. tuberculosis GlmU	Mtb RmlCD inh
O=C(C1CCN(S(=O)(=O)c2ccc3ccccc3c2)CC1)N1CCN(c2ncccn2)CC1	-5.4%	·
COc1cc(OC)cc(-c2n[nH]c(=S)n2-c2ccc3c(c2)OCO3)c1	1.2%	·
CSc1nn(CCc2ccncc2)c(=S)s1	1.4%	5
Cc1cc(C)nc(-n2c(Nc3ccccc3)cc(=O)c3c(C)n(-c4ccccc4)c(=O)nc32)n1	4.5%	·
Cn1c(=O)n(C)c2cc(S(=O)(=O)N3CCCc4ccccc43)ccc21	-2.9%	0
O=C(OCN1C(=O)c2ccccc2C1=O)/C(=C\c1ccco1)NC(=O)c1ccccc1	3.3%	·
CC(=O)Nc1ccc(S(=O)(=O)Nc2ccc(C)c([N+](=O)[O-])c2)cc1	-3.7%	7
CCCc1nc(SCC(=O)c2ccc(OC)cc2)c2ccccc2n1	3.3%	-41
O=C(CN1CCCc2ccccc21)NCc1ccccc1Cl	-3.9%	-9
O=C(Cc1ccc2c(c1)CCCC2)Nc1ccccc1Br	-7.9%	11
Cc1cc2c(c(SCC(=O)NCc3ccccc3Cl)n1)C(=O)OC2	4.8%	-7
CCCCc1nc2ccccc2c(NC(=O)CN(CC)CC)c1CCC	-2.8%	-4
COc1ccc(Cl)cc1NC(=O)C1CCCN(S(=O)(=O)c2cccc3nonc23)C1 (stereo not given)	0.7%	·
O=C(CNC(=O)c1ccc(Cl)cc1)Nc1ccc(S(=O)(=O)Nc2ncccn2)cc1	-3.1%	·
CN(C)S(=O)(=O)Oc1ccc(Cl)cc1C(=O)Nc1ccc(F)cc1F	-6.3%	·
O=C(Cc1ccc(Cl)cc1)Oc1cccc2cccnc12	3.1%	·
Cc1ccc(NC(=O)Nc2ncccc2C)cc1	4.5%	5
CC1(C)c2[nH]c3ccccc3c2C[C@H]2C(=O)N(Cc3ccc(F)cc3)C(=O)N21	2.7%	·
COc1cc(CNc2ccc(NC(C)=O)cc2)ccc1OCc1ccccc1C	-0.1%	-9
Cc1ccnc(SCC(=O)N2CCc3ccccc3C2)n1	-3.4%	11
CCn1c(=O)n(CC(=O)NCc2ccccc2OC)c(=O)c2ccccc21	3.7%	6
C/C(=N\Nc1ccc([N+](=O)[O-])cc1)c1ccco1	-6.6%	-7
O=C(Nc1cccn(Cc2cccc(F)c2)c1=O)NC1CCCCC1	-4.2%	8

An excerpt; count on the stated rates, not on these rows.
